RmlCD inh 1536: blocks M. tuberculosis RmlC and RmlD coupled enzymes. RmlC+RmlD coupled enzyme assay, percent inhibition; primary screen in compound mixtures. inhibition, % at 3.6 µM. actives 0.03% (n = 160,000). AID 1533; in the data active = inhibition mostly above about 34%, no sharp cut-off; also: some results filed as inactive read as strong as hits
Target sequence (P9WH09 whole entry, looked up): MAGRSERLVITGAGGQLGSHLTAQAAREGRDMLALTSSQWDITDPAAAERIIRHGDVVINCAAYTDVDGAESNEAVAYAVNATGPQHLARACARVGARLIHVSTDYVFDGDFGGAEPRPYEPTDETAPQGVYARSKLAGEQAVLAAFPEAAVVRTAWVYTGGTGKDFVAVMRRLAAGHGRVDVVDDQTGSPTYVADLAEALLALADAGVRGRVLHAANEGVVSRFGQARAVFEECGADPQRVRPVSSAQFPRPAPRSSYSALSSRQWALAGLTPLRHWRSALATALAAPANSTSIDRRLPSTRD
Target sequence (P9WH11 whole entry, looked up): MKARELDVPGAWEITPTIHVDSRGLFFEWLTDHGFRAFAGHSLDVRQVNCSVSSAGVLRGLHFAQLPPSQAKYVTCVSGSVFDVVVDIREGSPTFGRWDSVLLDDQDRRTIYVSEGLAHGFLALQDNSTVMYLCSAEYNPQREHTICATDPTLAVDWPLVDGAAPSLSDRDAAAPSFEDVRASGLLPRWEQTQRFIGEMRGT
GlmU inhibition: inhibition of mycobacterial GlmU enzyme – biochemical, glucosamine-1-phosphate acetyltransferase (AID 1376); M. tuberculosis GlmU acetyltransferase enzyme assay; higher % means a stronger effect; one-dose inhibition, %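 (tested at 30 µM in the primary screen)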; IC50 in µM for titrated hits; actives 0.25% (n = 220,000); in the data active = inhibition above about 13%;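 also: 0% = complete reaction with vehicle and 100% = reaction without substrate; strong numbers were not always called active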
An asterisk follows results filed as active; nt = not tested or not shown. Only part of the results is shown; rates above refer to the full screens.

SMILES	RmlCD inh 1536	GlmU inhibition
Cc1cc(C)nc(NS(=O)(=O)c2ccc(NC(=O)c3ccc(N4C(=O)CCC4=O)cc3)cc2)n1	3	1.5%
CC1=CC2CC1C1C(=O)N(c3ccc(S(=O)(=O)Nc4nc(C)cc(C)n4)cc3)C(=O)C21 (stereo not given)	9	0.8%
COc1cccc2cc(-c3ccnc(N)n3)oc12	-1	1.0%
O=C(N1CCCCC1)C1(c2ccccc2)CCOCC1	nt	0.4%
CC1(c2nnc(-c3ccncc3)o2)CC(c2ccc([N+](=O)[O-])cc2)=NO1 (stereo not given)	-8	-7.2%
O=C(Nc1ccccc1C(=O)NCc1ccccc1)c1ccco1	4	-3.8%
COC(=O)CN(c1cccc(C(C)=O)c1)S(C)(=O)=O	nt	1.2%
O=C(Nc1cccc(-c2nc3cc(Cl)ccc3o2)c1)C1CCCO1 (stereo not given)	nt	0.9%
Cc1sc2nc(CN3CCCC3)nc(N3CCC(C(N)=O)CC3)c2c1C	nt	1.2%
O=C(NCc1cccs1)c1cccc(Nc2nc3ccc(Br)cc3[nH]2)c1	-7	-0.5%
O=C(Cn1c(=O)[nH]c2ccsc2c1=O)N1CCN(c2ccc(F)cc2)CC1	9	-1.9%
COc1ccc(N(CC(=O)Nc2cccc(C(=O)O)c2)S(=O)(=O)c2c(C)noc2C)cc1	nt	-1.0%

Profiles from above.
CC1=CC2CC1C1C(=O)N(c3ccc(S(=O)(=O)Nc4nc(C)cc(C)n4)cc3)C(=O)C21 (stereo not given) is entered as RmlCD inh 1536 = 9; GlmU inhibition = 0.8%
Cc1sc2nc(CN3CCCC3)nc(N3CCC(C(N)=O)CC3)c2c1C is entered as RmlCD inh 1536 = nt; GlmU inhibition = 1.2%

Additional compounds:
SMILES	RmlCD inh 1536	GlmU inhibition
CC1(C)Cc2noc(N)c2C(C)(C)N1O	-11	0.1%
CCCOc1c(Br)cc(C(N)=O)cc1OCC	3	1.8%
CCC(C)n1c(-c2cc(OC)c(OC)c(OC)c2)nc2nc3ccccc3nc21 (stereo not given)	-1	nt
N#Cc1cc(-c2ccccc2)cnc1Sc1ccccc1	nt	-1.2%
CCn1c(NN=O)nc2ccccc21	nt	-0.9%
CC(/C=C/c1ccco1)=N\NC(=O)c1cccc(Cl)c1	-17	3.0%
OCCC1CN(Cc2cn[nH]c2C2CCCCC2)CCN1Cc1ccccc1 (stereo not given)	-51	-0.5%
CCNC(=O)Nc1cc(OC)c(OC)cc1C(=O)O	81	2.9%
Cc1ccc(NC(=O)CS(=O)CC(=O)NCCCc2ccccc2)cc1Cl (stereo not given)	7	3.5%
CCCC(=O)NC(=S)Nc1ccc(C(C)=O)cc1	18	6.5%
CCN1CCCc2cc(CN(CCN3CCOCC3)C(=S)Nc3ccc(OC)c(Cl)c3)ccc21	11	-6.2%
CCOC(=O)c1sc2nc(C)cc(C)c2c1N	-1	-2.9%

Six structures already listed, arranged by length of the SMILES, high to low.
SMILES	RmlCD inh 1536	GlmU inhibition
CCN1CCCc2cc(CN(CCN3CCOCC3)C(=S)Nc3ccc(OC)c(Cl)c3)ccc21	11	-6.2%
CCC(C)n1c(-c2cc(OC)c(OC)c(OC)c2)nc2nc3ccccc3nc21 (stereo not given)	-1	nt
Cc1ccc(NC(=O)CS(=O)CC(=O)NCCCc2ccccc2)cc1Cl (stereo not given)	7	3.5%
OCCC1CN(Cc2cn[nH]c2C2CCCCC2)CCN1Cc1ccccc1 (stereo not given)	-51	-0.5%
CCOC(=O)c1sc2nc(C)cc(C)c2c1N	-1	-2.9%
CC1(C)Cc2noc(N)c2C(C)(C)N1O	-11	0.1%

(next part)
SMILES	RmlCD inh 1536	GlmU inhibition
CC1=NN(/C(=N\c2nnc(C)s2)Nc2ccc(C(C)(C)C)cc2)[C@H](c2ccc(C)cc2)S1	nt	-4.1%
O=C(COc1ccc2ccccc2c1)NNC(=O)Cc1cccc2ccccc12	nt	2.2%
Cc1ccccc1COC(=O)c1nn(-c2ccccc2)nc1N	-11	-2.2%
CC(C)CNc1nc(SCC(=O)Nc2ccccc2)nc(N2CCOCC2)n1	-7	5.9%
OC(COC(c1ccc(Cl)cc1)c1ccc(Cl)cc1)CN1CCCC1 (stereo not given)	7	-6.2%
O=c1c(-c2nc3ccccc3s2)cccn1Cc1ccc(Cl)cc1	nt	5.2%
Cn1cccc1-c1cc(C(=O)N2CCc3c([nH]c4ccccc34)C2c2ccccn2)[nH]n1 (stereo not given)	5	-6.8%
COc1ccc(S(=O)(=O)NCCCN2CCOCC2)c2ccccc12	8	-4.2%
COc1nc(/C(N)=N/O)nc(N2CCCCC2)n1	nt	0.1%
Cc1ccc(-c2nc3nc4ccccc4nc3n2Cc2ccco2)cc1	-22	-2.6%
COc1cc(/C=C/C(=O)OCC(=O)Nc2ccc(NC(C)=O)cc2)cc(S(=O)(=O)N2CCc3ccccc32)c1OC	-44	-5.3%
O=C(CSc1nc(O)cc(=O)n1-c1ccccc1)Nc1ccccn1	-1	0.2%
Cc1cc(NC(=O)c2ccc(F)cc2F)n(-c2nc3ccccc3[nH]2)n1	6	2.9%
COc1cccc(-c2nc(CS(=O)(=O)CC(=O)NCc3ccccc3OC)c(C)o2)c1	-10	0.8%
Cc1ccc(Cn2nnc3c(=O)n(CC(=O)NCc4ccco4)cnc32)cc1	nt	0.5%
c1ccc(OCc2nnc3n2N=C(c2ccccc2)CS3)cc1	-4	3.6%
CC(C)CNC(=O)C1c2ccccc2Oc2ccccc21	0	-3.2%
CC(Sc1nnc(COc2ccccc2)n1Cc1ccccc1)C(=O)O (stereo not given)	-12	4.2%
CCOC(=O)c1cc(C)[nH]c1C	-10	3.3%
CC(C)CC(=O)O/N=C1\C(=O)N(c2ccccc2)c2ccccc21	-10	-1.7%
Cc1ccc(/C=C/C2=Cc3c(sc(NC(=O)CSc4n[nH]c(N)n4)c3C#N)C(C)(C)C2)o1	nt	3.6%
CN(CCOc1ccccc1)CC(=O)Nc1cc([N+](=O)[O-])ccc1Cl	0	-5.4%
CSc1ncccc1C(=O)OCC(=O)NC1CCS(=O)(=O)C1 (stereo not given)	8	3.3%
CN(C)c1nc(OCCNC(=O)Nc2ccccc2)nc(N(C)C)n1	nt	-1.3%
COc1ccc(N2C(=O)C(CC(=O)Nc3ccccc3)N(Cc3cccs3)C2=O)cc1 (stereo not given)	nt	-5.1%
COc1cc(C(=S)N2CCOCC2)cc(OC)c1OS(=O)(=O)c1ccc(NC(C)=O)cc1	-12	2.8%
COc1cc(OC)cc(C(=O)N2CCN(c3ccccc3F)CC2)c1	-9	nt
COc1ccccc1C1(CC(=O)O)CCOC(C)(C)C1 (stereo not given)	52	0.5%
CCOC(=O)C1CCCN(S(=O)(=O)c2ccc(S(=O)(=O)N(CC)CC)cc2)C1 (stereo not given)	9	-7.5%
COc1ccc(N(CC(=O)N/N=C/c2cc(Br)c(C)o2)S(=O)(=O)c2ccc(NC(C)=O)cc2)cc1	-6	-5.3%
Cc1ccc(-n2ncc(C(=O)Nc3ccc(Cl)cc3)c2C2CCNCC2)cc1C	-5	4.5%
CC(Sc1cccc[n+]1[O-])C(=O)Nc1cccc(S(=O)(=O)N2CCOCC2)c1 (stereo not given)	-4	-5.5%
N#C/C(=C\c1ccccc1OCc1ccc(C(=O)O)cc1)C(=O)Nc1ccc(O)cc1	11	-1.0%
CCCc1cc(=O)[nH]c(SCC(=O)c2c[nH]c3ccccc23)n1	-4	-2.7%
CCOc1ccc(C(=O)NCC2(c3ccccc3)CCOCC2)cc1	-10	-3.6%
O=C(CCSc1ccccc1)OCn1nnc2ccccc2c1=O	5	-5.3%

The final 2 compounds of the section above open the next one:
SMILES	RmlCD inh 1536	GlmU inhibition
CCOc1ccc(C(=O)NCC2(c3ccccc3)CCOCC2)cc1	-10	-3.6%
O=C(CCSc1ccccc1)OCn1nnc2ccccc2c1=O	5	-5.3%
Cc1nn2c(-c3cccc(NC(=O)c4ccco4)c3)nnc2c2ccccc12	-48	-0.5%
CCC(=O)OC1(C)C(=O)C=C2C=C(CCCCNC(=O)OC(C)(C)C)OC=C2C1=O (stereo not given)	nt	3.0%
O=C1c2ccccc2C(=O)N1CSc1ncccn1	nt	-1.0%
O=C(CN1C(=O)c2ccccc2S1(=O)=O)NCc1ccc2c(c1)OCO2	nt	-2.1%
COc1cccc(OC)c1OCCCCCc1c(C)n[nH]c1C	16	3.5%
O=C(O)C1CCCCN1S(=O)(=O)c1ccc2ccccc2c1 (stereo not given)	nt	-2.0%
Cc1ccc2occ(C3N[C@H](C(=O)O)CS3)c(=O)c2c1 (stereo not given in full)	nt	1.9%
CCNS(=O)(=O)c1ccc(OC)c(C)c1	-2	0.9%
CCOC(=O)CN1CC23C=CC(O2)C(C(=O)Nc2cc(OC)ccc2OC)C3C1=O (stereo not given)	-1	-0.8%
Cc1cc(C)cc(NC(=O)N2CCN(Cc3ccc4c(c3)OCO4)CC2)c1	nt	0.0%
Cc1ccc(CNC(=O)c2cccc(OCc3c(C)noc3C)c2)cc1	nt	-4.0%
O=S1(=O)N=C(N(CCO)/N=C/c2ccccc2)c2ccccc21	-9	4.2%
COc1ccc(C2C(C(=O)N3CCCC3)CC(=O)N2c2ccc(OC)cc2)cc1 (stereo not given)	17	-0.8%
CS(=O)(=O)c1nc(-c2ccc(F)cc2)cc(C(F)(F)F)n1	-1	-2.6%
O=C(NCc1ccccc1Cl)C(=O)NCC1OCCN1S(=O)(=O)c1cccs1 (stereo not given)	-14	3.1%
COCCn1cnc2c1c(=O)n(CC(=O)OCC(=O)NCC(F)(F)F)c(=O)n2Cc1ccccc1	107	1.7%
Nc1nc(N)nc(-c2ccc(Cl)cc2)n1	10	-3.0%
COC(=O)c1c(SCc2cccc3ccccc23)nc(=O)[nH]c1C	nt	-3.3%
COc1cc(C(=O)ON=C2C(C)=CC(=O)C=C2C)cc(OC)c1OC	nt	1.2%
CCNc1nc(NCC)nc(N2CC(=O)N(CC(=O)OCC)C2=N)n1	nt	2.9%
O=C(COc1ccc2ccccc2c1)NCCc1ccc2c(c1)OCCO2	-5	-1.0%
Cc1ccccc1OCC(=O)OCC(=O)NCC1CCCO1 (stereo not given)	-3	1.5%
CC(/C=C1\SC(=S)N(NC(=O)c2ccccc2C)C1=O)=C\c1ccccc1	-5	0.3%
Cc1cc(C)n(CC(=O)N2c3ccccc3Sc3ccc(C(F)(F)F)cc32)n1	4	0.7%
CC(NCCC(Cc1ccccc1)c1ccco1)c1ccccc1 (stereo not given)	-12	4.0%
CCC(=O)N1CCc2cc(Br)cc(S(=O)(=O)N3CCN(C(=O)c4ccco4)CC3)c21	nt	-4.2%
CC1CCCCC1N=C1NC(C)(C)CS1 (stereo not given)	5	6.6%
CCN(CC)CCN1C(=O)C(=O)/C(=C(/O)c2ccc(OC)cc2)C1c1cccs1 (stereo not given)	-30	5.6%
CSc1ncccc1C(=O)N1CCCC(CCC(=O)NCc2ccc(F)c(F)c2)C1 (stereo not given)	nt	-5.8%
O=C(c1ccc(COc2ccccc2Br)o1)N1CCCCCC1	6	1.2%
Cc1cccc(Nc2nc(N)nc(CSc3nccc(C)n3)n2)c1	-16	-5.3%
COc1cc(NC(=S)NC(=O)c2c(OC)cccc2OC)ccc1NC(=O)c1cccs1	8	-2.0%
O=C(NC1CC1)c1sccc1-n1cccc1	nt	-0.7%
O=S1(=O)N=C(N2CCCc3ccccc32)c2ccccc21	nt	-2.1%
CC(C)C(=O)NC(NC1CCS(=O)(=O)C1)C(Cl)(Cl)Cl (stereo not given)	1	0.1%
O=C(Cc1ccc(-n2c(=O)c3sccc3n(CC(=O)Nc3ccccc3F)c2=O)cc1)NCc1ccco1	9	-6.8%
COc1ccc(CN2C(=O)NC(=O)/C(=C/c3ccc(OC)c(OC)c3OC)C2=O)cc1	7	-4.0%
CCN(CC)CCC#CC(O)(c1ccccc1)C1CCCCC1 (stereo not given)	-10	6.3%
O=C1CN(C(=O)COC(=O)c2ccccc2NCc2ccco2)c2ccccc2N1	-4	-1.6%
Fc1cccc(Cl)c1Cn1nnc2c(-n3ccnc3)ncnc21	nt	5.8%
Cc1cc(C)c(C)c(S(=O)(=O)Nc2ccc(OCC(=O)O)cc2)c1C	17	0.6%
Cn1c(=O)cc(SCC(=O)N2CCN(c3ccccn3)CC2)c2ccccc21	-11	3.1%
O=C1C2C3C=CC(CNS(=O)(=O)c4ccccc4)(O3)C2C(=O)N1c1ccc(Cl)cc1 (stereo not given)	nt	1.5%
CC(C)n1cnc2c(Nc3cccc(Cl)c3)nc(N(CCO)CCCO)nc21	-1	-3.2%
CC(=O)N1CCCc2cc(S(=O)(=O)NCCC3=CCCCC3)ccc21	nt	-0.2%
COc1ccc(Oc2nc(-c3ccccc3)ncc2S(=O)(=O)c2ccccc2)cc1	14	2.9%
CCOC(=O)c1ccc(NC(=S)NC(=O)c2nn(CC)cc2Br)cc1	-11	0.1%
Cc1ccc2nc(-c3ccc(NS(=O)(=O)c4ccc(F)cc4)cc3)sc2c1	0	1.5%
